# MBNL1-CUG inh = blocks human MBNL1 binding to CUG repeat RNA | TR-FRET MBNL1-His/biotin-(CUG)12 binding, 665/545 ratio | Potency, µM (highest dose often 57.5 µM), without a hit: at the highest dose activity change, negative = inhibition, usual class: inhibitors | actives 0.036% (n = 280,000) | AID 2675; active means well fitted inhibition curve with a large enough effect in the signal ratio, with a control signal flat, not every such curve was filed as active; inconclusive means small, poorly fitted or top-dose-only effect, or effect the other way, or a change in a side signal; inactive means no such curve, though single readings can be large or run the other way; the % refers to the signal ratio; further: potency means the concentration at half of the fitted maximal effect; on the % scale 0 is the no-effect control and ±100 the full control effect
# Target sequence (Q9NR56 whole entry, looked up): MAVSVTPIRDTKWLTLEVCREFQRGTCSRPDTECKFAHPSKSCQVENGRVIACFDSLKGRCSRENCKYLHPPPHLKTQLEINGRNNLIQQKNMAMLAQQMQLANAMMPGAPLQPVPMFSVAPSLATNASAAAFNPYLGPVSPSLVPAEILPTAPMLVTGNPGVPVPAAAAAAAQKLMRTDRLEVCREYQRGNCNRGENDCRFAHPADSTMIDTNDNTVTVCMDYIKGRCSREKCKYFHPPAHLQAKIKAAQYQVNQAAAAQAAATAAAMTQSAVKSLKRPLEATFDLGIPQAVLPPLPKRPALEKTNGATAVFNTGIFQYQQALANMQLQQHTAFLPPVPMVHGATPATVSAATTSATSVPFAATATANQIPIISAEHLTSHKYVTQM
#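 Compounds (final 92 nM to 58 uM) are added to His-tagged MBNL1 and biotin-(CUG)12, then terbium anti-His antibody and streptavidin-XL665 (5 nM final). After 60 min at room temperature, the 665/545 nm ratio is read.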
# AT treatment = potential ataxia-telangiectasia treatment; […] A-T fibroblasts, KAP-1 phosphorylation AlphaLISA; neocarzinostatin DNA damage 30 min before lysis; Potency, µM (top dose mostly 57.5 µM), for inactives: at the highest dose activation, actives largely listed as activators; actives 0.19% (n = 320,000); AID 485349; further: potency means the concentration at half of the fitted maximal effect; % of control where 0% means no effect; nearly all actives have a fitted effect of over 45% in size
#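 ATM-like activity read as KAP-1 phosphorylation via AlphaLISA donor/acceptor antibody pairs after lysis and 6 hr at 25C. Cells were ATM-null patient fibroblasts ([…], hTERT), dosed 60 min, then exposed to the DSB inducer NCS for 30 min.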
# TSG101-PTAP inh = blocks PTAP/TSG101 interaction to inhibit HIV-1 budding | 340,000 tested, under 10 active | Q99816 | Potency, µM (titrated, usually from 115 µM), inactives show at the highest dose activity change, negative = inhibition, hits mostly inhibitors | Fluorescence polarization, FITC-PTAP peptide / Tsg101 binding; active means well fitted inhibition curve with a large enough effect in the main read-out, with a control signal flat, not every such curve was filed as active; inconclusive means small, poorly fitted or top-dose-only effect, or effect the other way, or a change in a side signal; inactive means no such curve, though single readings can be large or run the other way; further: potency means the concentration at half of the fitted maximal effect; % of control where 0% means no effect
#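 Fluorescence polarization binding of Tsg101 binding domain (10 uM final) to FITC-labeled PTAP peptide (50 nM final) in HEPES pH 7.5 buffer with NaCl, Tween 20, EDTA, TCEP. Compounds added before peptide; binding 20 min at RT.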
# TCR act = activates T cell receptor signaling. 330,000 tested, under 10 active. Potency, µM (titrated, usually from 9.22 µM), for inactives: top-dose activation of IL-2 secretion, usual class: activators. primary human leukocytes, anti-CD3, IL-2 HTRF, 48 h; further: % of control where 0% means no effect
#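 Compounds are tested in HTS on primary human leukocytes co-incubated with a-CD3 beads for 48 hr. IL-2 output is measured by time-resolved FRET.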
# Integrin act MD = integrin-mediated muscular dystrophy alleviation activation; AID 624291; actives 0.064% (n = 350,000); alpha7betagal myoblasts, beta-gal FDG fluorescence, 48 h; Potency, µM (doses to about 38.3 µM), without a hit: at the highest dose activation, usual class: activators;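 further: potency means the concentration at half of the fitted maximal effect; 100% = response of the positive control SU9516; nearly all actives have a fitted effect of over 60% in size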
#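 alpha7betagal+/- myoblasts (passage 13, 250/well) treated 48 h at 37C with compounds at 1:260 dilution of DMSO stock. Lysed, then beta-galactosidase activity read as FDG fluorescence (ex 480/em 540) after 30 min, with pre-read for autofluorescence.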
# MLL CXXC-DNA inh = inhibitors of human MLL CXXC domain-DNA interaction | Potency, µM (titrated, usually from 115 µM), without a hit: at the top dose activity change, negative = inhibition, hits mostly inhibitors | Q03164 | MLL-CXXC / FITC-HOXA9 DNA fluorescence polarization | actives 0.037% (n = 290,000); active means well fitted inhibition curve with a large enough effect in the polarisation, with a control signal flat, not every such curve was filed as active; inconclusive means small, poorly fitted or top-dose-only effect, or effect the other way, or a change in a side signal; inactive means no such curve, though single readings can be large or run the other way; the % refers to the polarisation; further: potency means the concentration at half of the fitted maximal effect
#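 Purified MLL-CXXC (added from a 7 uM solution) was preincubated 5 min at ambient with pinned compounds in 50 mM Tris-HCl pH 7.5, 50 mM NaCl, 1 mM DTT, 0.05% BSA. Fluorescein-labeled HOX-A9 DNA (50 nM solution) followed, 30 min, then polarization read.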
# Menin MLL FP TR = menin-MLL binding inhibition, Texas Red mutant peptide; O00255; Menin + Texas Red MLL mutant peptide, fluorescence polarization; Potency, µM (series often up to 61.6 µM), for the others: top-dose FP activity change, negative = inhibition, hits mostly inhibitors; actives 0.23% (n = 270,000); active means well fitted inhibition curve with a large enough effect in the polarisation, with a control signal flat, not every such curve was filed as active; inconclusive means small, poorly fitted or top-dose-only effect, or effect the other way, or a change in a side signal; inactive means no such curve, though single readings can be large or run the other way; the % refers to the polarisation; further: potency means the concentration at half of the fitted maximal effect; % of control where 0% means no effect; many of its hits are not listed in these tables
# Target sequence (O00255 whole entry, looked up): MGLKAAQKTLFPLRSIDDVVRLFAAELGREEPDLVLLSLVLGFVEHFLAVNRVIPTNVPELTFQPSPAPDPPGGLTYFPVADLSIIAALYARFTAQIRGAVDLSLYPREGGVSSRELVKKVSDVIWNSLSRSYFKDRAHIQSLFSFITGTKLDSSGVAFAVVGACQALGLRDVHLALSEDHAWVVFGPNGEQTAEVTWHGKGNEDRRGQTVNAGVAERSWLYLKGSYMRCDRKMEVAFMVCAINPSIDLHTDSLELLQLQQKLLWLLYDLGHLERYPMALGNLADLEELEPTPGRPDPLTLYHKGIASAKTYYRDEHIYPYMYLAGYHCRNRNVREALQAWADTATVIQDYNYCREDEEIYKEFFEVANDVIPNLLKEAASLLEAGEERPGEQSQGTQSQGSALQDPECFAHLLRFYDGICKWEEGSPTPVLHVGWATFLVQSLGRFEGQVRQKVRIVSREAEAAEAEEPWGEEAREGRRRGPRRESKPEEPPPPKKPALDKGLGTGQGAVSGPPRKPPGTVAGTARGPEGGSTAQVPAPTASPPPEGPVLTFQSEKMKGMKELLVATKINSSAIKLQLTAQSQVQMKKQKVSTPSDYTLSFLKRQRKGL
# ASM inhibitor = blocks human secretory acid sphingomyelinase. AID 504937. actives 0.006% (n = 340,000). placental ASM, HMU-PC fluorogenic substrate, 60 min. Potency, µM (doses to about 57.5 µM), for the others: at the top dose activity change, negative = inhibition, most hits filed as inhibitors. P17405; further: potency means the concentration at half of the fitted maximal effect
#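 Fluorogenic HMU-PC substrate (9 uM final) is turned over by placental ASM in 60 min at 37 C after a 10 min compound preincubation. Reaction ended by alkaline stop (pH 10), with fluorescence read at 386/447 nm.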
# TSHR antagonist = blocks TSH signaling through the human TSH receptor; actives 0.2% (n = 330,000); TSHR-expressing cells, TSH-stimulated cAMP HTRF, 2 h; active compounds read low; activity change, negative = inhibition, % at 11.5 µM; P16473;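 active means activity change below a set negative limit, meaning inhibition stronger than a set level, cut at about -70% in these data; inconclusive means activity change between two set negative limits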; further: on the % scale 0 is the no-effect control and ±100 the full control effect
#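 Inhibition of cAMP made by TSHR-expressing cells under TSH stimulation (4nM final, EC80; 2 h, 37 deg C) is quantified with a one-step lysis HTRF kit, anti-cAMP cryptate versus cAMP-d2.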
# Mito fusion act = mitochondrial division inhibition or fusion activation. S. cerevisiae fusion-defective mutant growth rescue, CellTiterGlo 48 h. AID 485298. Potency, µM (top dose mostly 46.1 µM), for inactives: at the highest dose growth rescue (activation), actives largely listed as activators. actives 0.23% (n = 320,000);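 further: potency means the concentration at half of the fitted maximal effect; % of control where 0% means no effect; nearly all actives have a fitted effect of over 45% in size; temperature-sensitive fusion mutants such as fzo1-1 at 37 °C on non-fermentable ethanol glycerol medium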
#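 Compounds are tested for their ability to restore growth of mitochondrial fusion-defective yeast strains at non-permissive 37C in YPEG medium over 48 hours. Viability is quantified by luciferase luminescence.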
# Starred values were filed as active, the others as inactive; ? = inconclusive; . = no result given; [ ] = remark or other dose. Unless noted, the call rests on the fitted dose curve; in most records, active means well fitted curve in the direction sought with a large enough effect; inconclusive means small, poorly fitted or top-dose-only effect, or another doubt; inactive means no such curve, though single readings can be large; an effect the other way counts as inactive or inconclusive. An excerpt, so the mix of outcomes need not match the whole.
compound,MBNL1-CUG inh,AT treatment,TSG101-PTAP inh,TCR act,Integrin act MD,MLL CXXC-DNA inh,Menin MLL FP TR,ASM inhibitor,TSHR antagonist,Mito fusion act
COc1ccc(NC(=O)c2sc3nc(C)nc(N4CCOCC4)c3c2C)c(OC)c1,0%,-3%,-2%,-2%,9%,-9%,1%,6%,0,-2%
O=C(NCc1ccccc1)C(c1ccc(F)cc1)N(C(=O)c1csnn1)C1CC1 (stereo not drawn),-11%,1%,-2%,6%,-18%,-3%,-1%,-1%,2,1%
COC(=O)C1=C(C)NC(=O)/C1=C\c1ccc2c(c1)OCO2,-2%,-6%,-8%,-2%,-24%,15%,-2%,-8%,39,-1%
Cc1cc(C(=O)Nc2sc(C)c(-c3ccc(F)cc3)c2C(N)=O)no1,13%,12%,-4%,0%,30%,-9%,25%,51%,28,4%
COc1ccc(C2CC(=O)C(C=NCCN3CCN(C(C)=O)CC3)=C(O)C2)cc1OC (stereo not drawn),-1%,1%,.,.,.,-21%,0%,.,-1,1%
NC(=O)CC(NC(=O)c1ccccc1)c1ccc(NCCc2ccc(F)cc2)c([N+](=O)[O-])c1 (stereo not drawn),-2%,23%,6%,2%,-14%,-13%,.,0%,-4,0%
COc1ccccc1NS(=O)(=O)c1ccc(C(=O)N2CCCC(C)C2)cc1 (stereo not drawn),0%,6%,-7%,-3%,-43%,47%[activator],.,2%,12,0%
C#CCOCCOCCOCCNc1nc(N2CCN(C(=O)CCCCCCCCCCNC(=O)Cn3cc(CCCCCN)nn3)CC2)nc(N2CCN(C(=O)CCCCCCCCCCNC(=O)[C@H](CO)n3cc(CCCCCN)nn3)CC2)n1,.,-7%,-6%,4%,-1%,.,.,-3%,8,-13%
CCOC(=O)Cc1csc(NC(=O)CSc2nnc(C3CC3)n2C)n1,?,-6%,0%,-2%[46.1 µM],-7%,5%,2%,-3%,5,-4%
Cc1nc(C)n(C(C)CC(=O)O)n1 (stereo not drawn),-2%,9%,-2%,1%[46.1 µM],?,2%,-11%,8%,6,-4%
CC(C)C[C@H]1COCCS(=O)(=O)N1Cc1ccc(Cl)c(Cl)c1,.,.,-1%,-3%,-16%,.,.,-11%,.,.
COc1ccc(N2CC(C(=O)Nc3nccs3)CC2=O)cc1 (stereo not drawn),1%,7%,1%,-2%,-3%,0%,19%,1%,7,-3%
O=C(COC(=O)c1ccc([N+](=O)[O-])o1)Nc1ncc(Cl)cc1Cl,.,11%,-5%,-8%,0%,.,.,-3%,-13,.
CCCN(CCC)C(=O)c1cn(C)c2ccc(S(=O)(=O)N3CCCC3)cc2c1=O,0%,25%,-2%,-1%,0%,3%,.,-7%,14,0%
COCCNC(=O)c1ccc(-n2c(SCc3ccncc3)nc3ccccc3c2=O)cc1,-1%,8%,1%,1%,-10%,-1%,7%,1%,5,1%
Cc1ccccc1CNC(=O)C1CCC(=O)N(C2CCCCCC2)C1 (stereo not drawn),-6%,3%,-8%,3%,19%,-1%,-8%,4%,-8,2%
Nc1ccccc1C(=O)NC1CCCCNC1=O (stereo not drawn),.,2%,1%,12%,31%,-2%,.,14%,-3,-1%
COc1ccc(N(C(=O)CCl)C(C(=O)NCCc2ccccc2)c2cccs2)cc1 (stereo not drawn),.,7%,-3%,-3%,-56%[inhibitor],11%,-7%,1%,-5,18%
O=C(CN1CCCC1)OCCCc1ccccc1,4%,-10%,-3%,4%[46.1 µM],-7%,6%,-1%,-1%,11,-8%
CCOC(=O)CNC(=O)Nc1nnc(-c2ccc(OCC)cc2)o1,1%,-1%,-4%,.,-6%,9%,3%,-1%,-4,-3%
Cc1ccc(OCC(=O)OCC(=O)c2cccc([N+](=O)[O-])c2)cc1C,-2%,2%,-1%,.,-9%,38%[activator],.,-3%,21,1%
C=Cn1cc[n+](CC(=O)c2ccc(Cl)c(Cl)c2)c1,2%,4%,-5%,0%,-14%,13%,16%,2%,1,0%
COc1cc(/C=N/NC(=O)[C@H](Cc2c[nH]c3ccccc23)NC(=O)OCC(C)C)cc([N+](=O)[O-])c1O,?,0%,-5%,-3%[46.1 µM],-3%,18%,?,-25%,-20,0%
Cc1cc(NC(=O)CCN2CCN(C/C=C/c3ccccc3)CC2)ccc1Br,-3%,-11%,0%,.,-53%[inhibitor],12%,-15%,-2%,-9,-29%
Cc1ccc(S(=O)(=O)NCCC(=O)NCC(c2ccco2)N2CCCCC2)cc1C (stereo not drawn),.,-1%,-6%,-5%,-21%,.,.,-4%,-5,0%
CCc1nnc(NS(=O)(=O)c2ccc(NCc3cc(Cl)cc(Cl)c3O)cc2)s1,-13%,-1%,-16%,-2%,17%,?,.,.,-17,-1%
CCOC(=O)c1sc(NC(=O)c2ccccc2OCC)nc1C,12%,-2%,2%,.,18%,9%,5%,-4%,-9,5%
CC(C)CCNC(=O)C(c1cccs1)N(CC1CCCO1)C(=O)Cn1nnc2ccccc21 (stereo not drawn),0%,7%,-1%,0%,-8%,16%,1%,-1%,-4,-2%
O=C(CSc1nc2[nH]c(=O)[nH]c(=O)c2s1)Nc1cccc(F)c1,.,-9%,-1%,4%,-32%,.,.,-2%,-3,1%
COc1cccc(-c2csc(NNC(=O)c3cccs3)n2)c1,18%,18%,-4%,-1%,-3%,0%,.,-15%,6,-6%
C=CCNC(=O)COC(=O)COc1ccc(Cl)cc1,.,1%,-4%,4%,2%,1%,3%,1%,-6,3%
COc1cc(C(=O)N2CCSCC2)ccc1OC1CCN(C(C)=O)CC1,-1%,2%,2%,-5%,12%,-11%,.,2%,0,4%
CCOC(=O)C(C)Oc1ccc(C2NC(=O)NC(C)=C2C(C)=O)cc1Br (stereo not drawn),3%,3%,-5%,-7%,-10%,10%,-2%,-2%,0,2%
Cc1ccc(S(=O)(=O)N(Cc2cccc(C)c2)C(=O)N2CCN(C)CC2)cc1,.,-8%,1%,6%,0%,.,.,.,4,0%
COc1ccc(C(=O)CN2C(=O)NC3(CCCc4ccccc43)C2=O)c(OC)c1 (stereo not drawn),-10%,-4%,.,3%,16%,-16%,.,0%,4,-5%
COc1cc(/C=N/Nc2nc(=O)[nH]nc2C)cc([N+](=O)[O-])c1O,?,-7%,1%,0%,2%,-22%,.,-3%,-7,3%
COc1ccc(OC)c(NC(=O)c2c(NC(=O)CNCc3ccco3)sc3c2CCC3)c1,8%,-2%,-2%,-9%,-7%,3%,20%,-2%,-1,-4%
CC(C)/C=C1\CC/C(=C\c2cccnc2)C1=O,4%,1%,-6%,-4%,-28%,7%,?,5%,-5,-16%
CSc1ccccc1NC(=O)CN(C)CC(=O)NCC(=O)Nc1ccc(F)cc1,.,12%,0%,-6%,0%,.,.,-1%,16,-5%
O=C(COc1ccc(Cl)cc1Cl)N/N=C/c1cccnc1,6%,1%,-7%,-4%,-8%,0%,.,0%,4,4%
CC(C)c1csc(CN2CCC(n3nccc3NC(=O)Cc3ccccc3)CC2)n1,-4%,9%,0%,-3%,7%,-2%,-3%,4%,9,-4%
CC(C)CCN1C(N(C)C)=NC[C@@H]1C,.,12%,-5%,-1%,0%,.,.,-3%,-2,-7%
Cc1cc(C(=O)Nc2ccccc2)oc1C,-2%,0%,-2%,-1%,26%,-5%,10%,2%,10,0%
CCN(CC)S(=O)(=O)c1cccc(-c2nnc(SCC(=O)c3cc(C)n(C)c3C)o2)c1,5%,2%,-10%,-5%,-3%,0%,19%,-3%,-12,-3%
O=C(CCc1ccccc1)N1CCN(CCO)CC1,1%,18%,2%,2%,0%,-2%,0%[11.7 µM],8%,16,-5%
Cc1cccn2cc(CNC(=O)c3ccc(Br)o3)nc12,-16%,11%,-1%,3%,1%,-9%,-8%,4%,21,11%
CC(C)(C)OC(=O)NCCNC(=O)c1cccs1,0%,-2%,-1%,-2%,-22%,-7%,.,-1%,1,0%
CCOC(=O)N1CCC(N2CCN(S(=O)(=O)CC)CC2)CC1,-5%,1%,-5%,7%,-8%,-10%,8%,4%,-3,0%
CN(C(=O)c1cccs1)c1ccc(OCC(=O)Nc2ccc(C(=O)O)cc2)cc1,0%,1%,-3%,-1%,?,10%,.,2%,-5,-1%
O=C1c2ccccc2NC(c2ccc(O)cc2)N1c1ccccc1 (stereo not drawn),5%,0%,-7%,3%,-23%,23%,19%,82%[activator],-2,5%

# Assay outcomes (PubChem BioAssay)
